E-sel inducer: induces E-selectin expression in human endothelial cells; P16581; HUVEC E-selectin immunofluorescence imaging; normalized: neutral wells 0, TNF-alpha wells 100; activation, % at 7.58 µM; 260,000 compounds, 0.37% hits; AID 686992;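 active means mean E-selectin-positive cell signal at least 10% of the positive control, reached in at least 60% of replicates, without over 20% cell loss; inconclusive means no rule given, readout overlaps actives, possibly toxicity-flagged; inactive means the rest, including those meeting only one limit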;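 further: in these data hits start at about 27%; measured in HUVEC primary endothelial cells; signal is the percent of cells scored E-selectin positive by PE staining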
Target sequence (P16581 whole entry, looked up): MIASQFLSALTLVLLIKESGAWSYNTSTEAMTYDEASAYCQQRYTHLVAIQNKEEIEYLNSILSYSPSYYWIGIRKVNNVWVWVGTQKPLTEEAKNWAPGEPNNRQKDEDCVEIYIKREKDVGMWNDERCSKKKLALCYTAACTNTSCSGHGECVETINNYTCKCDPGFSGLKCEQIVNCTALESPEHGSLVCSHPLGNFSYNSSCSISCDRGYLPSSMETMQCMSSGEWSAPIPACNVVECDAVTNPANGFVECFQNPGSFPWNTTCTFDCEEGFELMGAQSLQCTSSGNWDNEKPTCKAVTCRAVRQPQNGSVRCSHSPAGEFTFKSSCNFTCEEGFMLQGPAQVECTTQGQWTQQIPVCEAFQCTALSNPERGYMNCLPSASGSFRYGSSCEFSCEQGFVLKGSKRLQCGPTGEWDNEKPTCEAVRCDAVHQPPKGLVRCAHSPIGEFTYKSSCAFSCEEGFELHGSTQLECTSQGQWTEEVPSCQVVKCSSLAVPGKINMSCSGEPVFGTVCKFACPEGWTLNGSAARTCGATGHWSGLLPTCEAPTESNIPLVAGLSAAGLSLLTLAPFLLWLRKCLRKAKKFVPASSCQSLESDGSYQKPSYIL
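Test system – human umbilical vein endothelial cells (HUVEC), E-selectin induction · Input – 3,000 HUVEC seeded per well · Buffer or medium – EGM-2, gelatin · Compound dosing – single-point compound dose · Detection – immunofluorescence imaging · Measure – percent E-selectin-positive cells · Controls – TNF-alpha high, DMSO low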
RAD52 inh: inhibitors of human RAD52 DNA annealing; P43351; recombinant RAD52 DNA annealing, FRET fluorescence; inhibition, % at 18.7 µM; 360,000 compounds, 0.46% hits;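 active means every replicate showing at least 50% inhibition; inconclusive means mean inhibition at least 50% but not in every replicate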
Xi reactivation: reactivates the inactive X chromosome in mouse fibroblasts; activation, % at 7.58 µM; 360,000 compounds, 0.055% hits; AID 743238; XiGFP mouse fibroblasts, % GFP-positive cells imaging, 3 d; cells co-treated with 5-aza-dC sensitizer; scaled so ellipticine positive control = 100%;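 active means mean normalized replicate activation at least 10% and every replicate at or above 10%; inconclusive means only one of the two criteria met; inactive means mean below 10% and not all replicates reach 10%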;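 further: 0% = median of on-plate neutral control wells and 100% = ellipticine 6 µM median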
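Assay system: SV40-immortalized XiGFP fibroblast cells, line 68-5-11; buffer or medium: DMEM plus 5-aza-dC sensitizer; compound: one concentration, pinned; timing: compounds 3 days, fix/stain 15 min at room temperature; benchmarks: positive control ellipticine, 6 µM final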
esBAF inh: SWI/SNF esBAF complex inhibition. mouse ES cells, Bmi1-luciferase knock-in reporter, 24 h; 100% = twice the neutral-well signal. reporter increase, % at 12.5 µM. 350,000 compounds, 2% hits; in the data active means activation above about 40%; inconclusive means no clear call, values can overlap the other calls;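 further: 0% = median of the plate's neutral control wells and 100% = double that signal; a rise in the Bmi1 reporter signal indicates esBAF inhibition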
ERAP1 inh: inhibitors of human ERAP1 aminopeptidase; 340,000 compounds, 0.15% hits; inhibition, % at 10.7 µM; recombinant ERAP1, Leu-AMC fluorescence, 60 min;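 active means mean replicate inhibition of at least 30%, or all replicates individually reaching that 30% level; inactive means mean below 30% and not every replicate reaching it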;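 further: 0% = neutral control wells and 100% = L-leucinethiol positive control wells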
ERp5 block: blocks human ERp5 reductase activity on insulin. Q15084. ERp5 insulin aggregation, absorbance 650 nm, 90 min. inhibition, % at 9.99 µM. 350,000 compounds, 0.05% hits. AID 651711;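 active means mean replicate inhibition above about 25%, with every replicate also reaching it, limit read from the data, passing the limit was not always enough; inconclusive means only one of those two criteria met; inactive means neither criterion met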
S100A4 MyoIIA: blocks human S100A4 binding to myosin IIA peptide | P26447 | S100A4/TAMRA-MyoIIA peptide fluorescence polarization | inhibition, % at 10.7 µM | 360,000 compounds, 0.14% hits | AID 652163;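 active means mean inhibition of at least 70% across replicates, with every replicate also reaching that level; inconclusive means mean inhibition reaches 70% but some replicates fall short; inactive means mean inhibition below 70%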
Target sequence (P26447 whole entry, looked up): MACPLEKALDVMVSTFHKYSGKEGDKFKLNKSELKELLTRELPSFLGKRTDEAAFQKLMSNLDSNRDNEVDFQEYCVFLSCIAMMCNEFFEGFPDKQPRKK
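assay system = human S100A4 monomer with TAMRA-labelled myosin IIA peptide | also added = labelled myosin peptide probe, 5 nM | incubation = 5 min between mix addition and reading | control set = DMSO and TFP controls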
RAD54 inh: RAD54 (human) branch migration inhibition; RAD54 Holliday junction branch migration, FAM/BHQ fluorescence; inhibition, % at 10.4 µM; 360,000 compounds, 0.14% hits; AID 602329;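 active means mean normalized replicate activity at least 40 and at least half of replicates scoring 40 or more; inconclusive means only one of the two criteria met; inactive means mean below 40 and under half of replicates reaching 40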;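 further: 0% = median of neutral control wells and 100% = median of positive control wells; inhibitors cause a drop in the FAM fluorescence signal; in these data hits start at about 50%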
* hit, by the source's call; u = inconclusive; x = no result given.

Each structure is followed by: ERp5 block | RAD54 inh | Xi reactivation | RAD52 inh | esBAF inh | ERAP1 inh | E-sel inducer | S100A4 MyoIIA
1. O=C(NC[C@@H]1[C@H](c2ccccc2)[C@@H](CO)N1CC1CCCC1)c1cccnc1
    x | 1 | 0.0 | x | 2 | x | 0.3 | x
2. FC(F)(F)c1cccc(N2CCN(C(=S)NCC3CCCO3)CC2)c1 (centres undefined)
    -1 | x | 0.0 | -8 | x | 0 | x | -6
3. O=C(Cc1cccs1)Nc1nc(-c2ccc(F)c(F)c2)cs1
    0 | 1 | 0.0 | -30 | 28 | 1 | x | -15
4. Cc1cc(=O)[nH]c(SCC(=O)N(CCC#N)c2ccccc2)c1C#N
    -2 | -2 | 0.0 | -6 | -5 | 3 | x | -1
5. C=CCN1C(=O)c2ccc(C(=O)N(C)CC(=O)Nc3ccccc3Br)cc2C1=O
    3 | -2 | 0.1 | 2 | -8 | -2 | 0.0 | -2
6. O=C(NCCc1c[nH]c2ccccc12)/C(=C\c1cccnc1)NC(=O)c1ccccc1F
    4 | x | 0.0 | -9 | x | 0 | 0.0 | -2
7. CCOc1ccc(NC(=O)c2cccc(NC(C)=O)c2)cc1S(=O)(=O)N1CCCC1
    -2 | -9 | 0.1 | 2 | 1 | 8 | -0.1 | -2
8. COc1ccc(NC(=O)N(C)C[C@H]2Oc3ccc(NS(=O)(=O)c4ccc(OC)cc4)cc3C(=O)N([C@@H](C)CO)C[C@@H]2C)cc1
    -4 | -1 | 0.2 | -15 | -5 | 5 | 0.5 | -15
9. CSc1ccc(CNCCCSc2ncccn2)cc1
    0 | 0 | 0.0 | 6 | -8 | 0 | 2.4 | -13
10. O=C(C1CCC(=O)N1C1CCCCC1)N1CCN(c2ccc(F)cc2)CC1 (centres undefined)
    2 | 1 | x | -6 | -3 | -1 | x | -5
11. Cc1ccc(C(CNS(=O)(=O)c2ccc(F)cc2)N2CCN(C)CC2)cc1 (centres undefined)
    -2 | -8 | 0.5 | -4 | -1 | -6 | -0.3 | -20
12. CC(=O)Nc1cc(-c2ccc(N3CCN(C)CC3)cc2)cn2c(-c3ccc(F)cc3)cnc12
    2 | 36 | 0.2 | 18 | 6 | 0 | x | 0
13. CCn1c(C)nc2cc(C(=O)NNC(=O)CCC3CCCC3)ccc21
    4 | x | 0.1 | 3 | x | 3 | x | -8
14. CC(C)(C)N(Cc1ccccc1)C(=O)CN1C(=O)NC2(CCCCCC2)C1=O
    -1 | 3 | -0.4 | -6 | -7 | -4 | 1.2 | 1
15. CCCn1c(N)c(N(CCOC)C(=O)c2ccccc2F)c(=O)[nH]c1=O
    -6 | 3 | 0.0 | -8 | -1 | -1 | x | -4
16. Cc1ccc(C(=O)Nc2ccccc2N2CCCC2)cc1S(=O)(=O)N1CCOCC1
    1 | -5 | 0.1 | -24 | 3 | -2 | -0.6 | -4
17. Cc1ccc(-c2n[nH]c(=O)c3ccccc23)cc1S(=O)(=O)Nc1ccc(F)cc1
    5 | 2 | x | -9 | x | x | -0.5 | 3
18. CCOC(=O)C1CCCN(C(=O)CC(C)c2ccccc2)C1 (centres undefined)
    2 | x | x | -12 | x | 0 | x | -1
19. O=C(/C=C/c1ccccc1)NC(=O)c1ccccc1O
    -5 | 9 | -0.3 | -5 | u | 1 | x | -6
20. CC(C)N(Cc1ccccc1)C(=O)COC(=O)c1cc[n+]([O-])cc1
    1 | -7 | 0.0 | -8 | 5 | 1 | x | 5
21. CCOC(=O)c1ccccc1NC(=O)c1ccc2nc[nH]c2c1
    0 | 7 | 0.4 | -17 | 2 | 6 | x | -5
22. O=C(NCCc1cccs1)c1ccc(Cl)c(Cl)c1
    6 | x | 0.0 | -1 | x | 0 | 2.7 | -2
23. COCC(=O)N(C)C[C@H]1Oc2ncc(C#Cc3cccnc3)cc2C(=O)N([C@@H](C)CO)C[C@H]1C
    -2 | 3 | -0.5 | 10 | -3 | 0 | 1.8 | -39
24. N#Cc1ccc(N2C(=O)[C@@H]3C(C(=O)C(c4ccccc4)c4ccccc4)=NN[C@@H]3C2=O)cc1
    5 | x | 0.1 | -19 | x | -2 | 1.0 | 0
25. Cc1ccccc1N1CC(C(=O)Nc2nnc(SCc3cccnc3)s2)CC1=O (centres undefined)
    10 | -10 | 0.0 | -32 | -8 | 0 | -0.1 | 0
26. CNC(=O)COC(=O)c1ccc(NS(=O)(=O)c2ccc3c(c2)OCCO3)cc1
    4 | x | 0.4 | 5 | x | -4 | 0.0 | 3
27. C[C@H]1CN([C@@H](C)CO)C(=O)c2cc(-c3ccccc3)cnc2O[C@H]1CN(C)C(=O)c1ccccc1F
    -6 | 1 | -0.9 | -3 | -1 | x | -0.2 | -56
28. Cc1cc(C(=O)Nc2cccc3c2O[C@H](CN(C)CC2CC2)[C@@H](C)CN([C@@H](C)CO)C3=O)n(C)n1
    4 | 6 | 0.1 | -1 | 3 | 0 | -0.2 | -2
29. COc1ccc(C(=O)Nc2ccc(N3CCN(C(=O)c4cccs4)CC3)cc2)cc1Br
    -3 | -3 | 0.0 | -19 | 8 | 5 | -0.1 | -1
30. Cc1ccc(C)c(S(=O)(=O)N2CCCCC2CCNC(=O)C(=O)NCc2ccccn2)c1 (centres undefined)
    -4 | x | -0.2 | -6 | -4 | 0 | -0.6 | -3

3 entries already listed, arranged by the number in esBAF inh, high to low:
no. | molecule | ERp5 block | RAD52 inh | esBAF inh | ERAP1 inh | S100A4 MyoIIA
29 | COc1ccc(C(=O)Nc2ccc(N3CCN(C(=O)c4cccs4)CC3)cc2)cc1Br | -3 | -19 | 8 | 5 | -1
21 | CCOC(=O)c1ccccc1NC(=O)c1ccc2nc[nH]c2c1 | 0 | -17 | 2 | 6 | -5
25 | Cc1ccccc1N1CC(C(=O)Nc2nnc(SCc3cccnc3)s2)CC1=O (centres undefined) | 10 | -32 | -8 | 0 | 0

(cont.)
Each structure is followed by: ERp5 block | RAD54 inh | Xi reactivation | RAD52 inh | esBAF inh | ERAP1 inh | E-sel inducer | S100A4 MyoIIA
31. COc1ccc(CN2C(=O)Cc3c2nc(N)c2c(N)nc(N4CCOCC4)c(C#N)c32)cc1
    -5 | x | 0.0 | -9 | x | x | 0.2 | -2
32. O=C(CCC(=O)N1CCN(S(=O)(=O)c2ccc([N+](=O)[O-])cc2)CC1)N1CCOCC1
    -4 | x | 0.2 | -2 | x | 3 | -0.1 | 0
33. Cc1cc(C(=O)NCc2cccnc2)n(-c2ccccc2)n1
    1 | -7 | 0.2 | 13 | 4 | -2 | 0.2 | 1
34. COC(=O)c1ccc(OC)c(CSc2nnc(-c3ccc(C)cc3)o2)c1
    8 | -4 | x | 0 | x | x | 7.6 | 3
35. Cc1nn(Cc2ccc(Cl)cc2)c(C)c1NC(=O)c1noc2c1CCCCC2
    -2 | -4 | x | -7 | 3 | 0 | x | 3
36. O=C(C[C@@H]1C[C@H]2c3cc(NC(=O)C4CCC4)ccc3O[C@H]2[C@H](CO)O1)NCC1CC1
    -3 | -2 | -0.1 | -12 | -1 | 0 | -0.3 | -15
37. COc1ccc(C2C(=O)NN=C2C)cc1 (centres undefined)
    0 | x | 0.2 | 0 | x | 5 | 0.0 | 5
38. Cc1ccccc1C(=O)NCC(=O)Nc1ccccc1C(F)(F)F
    1 | -10 | -0.2 | -12 | 0 | x | -1.7 | -2
39. C[C@@H]1CN([C@@H](C)CO)C(=O)Cc2cc(NC(=O)Nc3ccccc3)ccc2O[C@@H]1CN(C)Cc1ccc2c(c1)OCO2
    -1 | -12 | -0.8 | 10 | 6 | 2 | 2.2 | -1
40. O=C(O)C1CSC2c3ccccc3C(=O)N12 (centres undefined)
    -8 | -10 | x | 2 | 0 | 7 | x | 2
41. COCCNC(=O)CSc1nc(-c2ccccc2)c(-c2ccccc2)o1
    7 | 4 | x | -1 | 1 | -1 | x | -3
42. CCCCN(C)CCN1C(=O)C2C(C(=O)Nc3ccc(OC)cc3)C3C=CC2(O3)C1C(=O)NC1CCCCC1 (centres undefined)
    5 | 3 | 0.0 | -13 | -9 | 0 | x | 2
43. COc1cccc(C(=O)N/N=C/c2ccc(OC)c(COc3ccccc3C(N)=O)c2)c1
    -5 | 12 | -0.1 | -16 | x | 3 | -0.4 | -22
44. COc1ccc(S[C@@H](CCN2CC[C@H](O)CCC2=O)c2ccccc2)cc1
    -3 | -11 | 0.0 | -9 | 8 | -2 | -0.2 | 0
45. Cc1cccc(C)c1NC(=O)c1ccc(OCc2c(C)noc2C)cc1
    6 | -4 | 0.6 | -15 | 0 | -2 | -1.1 | 5
46. CCOc1cc(C2C(C#N)=C(N)Oc3cc(N)ccc32)ccc1O (centres undefined)
    1 | -4 | 0.0 | -26 | 3 | 0 | 0.1 | -3
47. COc1cc2c(cc1NC(=O)c1cc(-c3ccncc3)nc3ccccc13)oc1ccccc12
    5 | x | 0.0 | -1 | x | -1 | -2.1 | -45
48. Fc1cccc(NC(=S)NNc2c3ccccc3nc3ccccc23)c1
    4 | x | 0.1 | -3 | x | -5 | 0.7 | -1
49. COc1ccc2c3c(n(C)c2c1)[C@@H](CO)N(C(=O)NC(C)C)CC31CN(C(=O)NC(C)C)C1
    5 | x | 0.3 | 6 | x | -5 | 0.1 | -47
50. c1ccc(CSc2ccc(-c3ccccn3)nn2)nc1
    4 | x | -0.1 | -34 | x | -5 | 3.5 | -3
51. Cc1ccc(NC(=O)c2ccc(S(=O)(=O)N3CCC(C)CC3)cc2)nc1
    -1 | -2 | 0.2 | -6 | 30 | 0 | x | 11
52. C[C@@H]1CN([C@@H](C)CO)C(=O)c2cc(-c3cncnc3)cnc2O[C@H]1CN(C)C(=O)Nc1ccc2c(c1)OCO2
    -1 | 9 | -0.2 | -5 | -1 | 0 | 0.2 | -7
53. O=c1ccc(-c2ccc(S(=O)(=O)NCC3CCN(Cc4cccc(F)c4)CC3)s2)n[nH]1
    -6 | -5 | 0.0 | -93 | -7 | 2 | x | -6
54. CNC(=O)C(C)c1ncc(C(F)(F)F)cc1Cl (centres undefined)
    1 | x | 0.1 | -11 | x | -3 | x | 0
55. COc1ccc(CCNC(=O)CCN2C(=O)COc3ccccc32)cc1OC
    3 | -4 | x | -2 | -2 | 0 | x | 0
56. Cc1ccc(NC(=O)CN2C(=O)S/C(=C\c3cccn3-c3cccc(C(=O)O)c3)C2=O)cc1C
    -4 | x | 0.2 | -48 | x | 0 | x | -2
57. COc1ccc(C(=O)CC(C(=O)O)c2ccc3c(c2)OCO3)cc1OC (centres undefined)
    -7 | 0 | -0.1 | -11 | 6 | -6 | -2.0 | -1
58. Cc1ccccc1NC(=O)Cc1nc(COC(=O)CCC(=O)c2ccccc2)cs1
    3 | 2 | 0.2 | -9 | -2 | -4 | x | -5
59. COC(=O)c1ccc(/C=N\N2CCN(Cc3ccc(C)cc3)CC2)cc1
    -6 | -10 | x | -10 | -11 | 1 | x | -9
60. O=C(Cn1cc(COc2ccccc2[N+](=O)[O-])nn1)c1ccc(O)cc1
    -4 | 1 | 0.0 | -23 | 15 | 9 | 0.0 | 0
61. CCCC(O)C#Cc1cnc2c(c1)C(=O)N([C@H](C)CO)C[C@H](C)[C@H](CN(C)S(=O)(=O)c1cccc(F)c1)O2 (some centres undefined)
    -6 | -3 | -0.1 | 7 | 10 | 0 | -1.1 | 3
